Screening results deposited in PubChem by National Center for Advancing Translational Sciences (NCATS).
KB-3-1 tox – KB-3-1 parental cell cytotoxicity. 1.4% of 400,000 active. AID 1347075. KB-3-1 viability, CellTiter-Glo ATP luminescence, 72 h. Potency, µM (series often up to 46.1 µM), inactives show at the top dose activity change, negative = cytotoxic, most hits filed as cytotoxic; note: potency is the fitted concentration of half-maximal effect; % is set by controls: 0 for no effect and ±100 for the full control effect; nearly all actives have a fitted effect of over 60% in size
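KB-3-1 parental drug-naive adenocarcinoma cells in DMEM/10% FBS, incubated 72 h at 37 C with pin-transferred compounds across a concentration series. Viability by CellTiter-Glo luminescence; concentration-response curves fitted after normalization.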
IL1B secr inh – inhibitors of inflammasome signaling (IL-1 beta secretion) | 4.7% of 360,000 active | activity change, % at 57.5 µM | THP-1 LPS/ATP IL-1B secretion, AlphaLISA, 16 h; stronger effect = lower value | AID 743279; in the data active = activity change below about -50%; inconclusive = mostly about -30% to -49%; note: % is set by controls: 0 for no effect and ±100 for the full control effect
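Secreted IL-1B measured by AlphaLISA bead assay after 16 h compound exposure of THP-1 cells; compounds (final up to 57.5 uM) added 1 h before LPS (250 ng/mL) and ATP (1.25 mM) stimulation; lower signal means less secretion.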
HT1080 IDH1KD tx – HT-1080 IDH1 knockdown cell toxicity (counter line) | HT-1080 IDH1 knockdown viability, ATP luminescence, 48 h | AID 686971 | 2% of 360,000 active | Potency, µM (doses to about 46.1 µM), without a hit: top-dose activity, negative = toxicity, hits mostly cytotoxic;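 note: potency is the fitted concentration of half-maximal effect; 0% = DMSO wells and -100% = cell-free medium wells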
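CellTiter-Glo luminescence after 48 h compound exposure at 37 degrees C of IDH1-knockdown HT-1080 cells in 5% FBS RPMI. %Activity scaled between DMSO wells and cell-free media wells, with curves fitted and assigned curve classes.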
MCF10A rereplic – inducers of DNA re-replication in MCF 10A breast cells; MCF 10A DNA re-replication, Hoechst nuclear intensity, 48 h; Potency, µM (top dose mostly 46.1 µM), inactives show at the top dose activity, positive = re-replication, usual class: activators; 2.9% of 350,000 active; note: potency is the fitted concentration of half-maximal effect; % of control where 0% means no effect; nearly all actives have a fitted effect of over 50% in size
ATXN2 expr inh – inhibitors of ATXN2 expression. Potency, µM (highest dose often 57 µM), for inactives: top-dose activity change, negative = inhibition, hits mostly inhibitors. AID 1745845. HEK-293 ATXN2-luciferase reporter, luminescence, 24 h. 0.72% of 360,000 active; note: potency is the fitted concentration of half-maximal effect; % is set by controls: 0 for no effect and ±100 for the full control effect; nearly all actives have a fitted effect of over 55% in size
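qHTS (up to 57 uM final) was run with 24 h compound exposure of reporter cells at 37 °C. Each well was multiplexed: SteadyGlo luminescence measured ATXN2-luciferase expression after a fluorogenic Gly-Phe-AFC viability readout (25 uM final).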
SW480 rerep – induces DNA re-replication in SW480 colon adenocarcinoma cells. SW480 DNA re-replication, Hoechst DNA content imaging, 48 h. Potency, µM (titrated, usually from 46.1 µM), inactives show at the top dose re-replication activation, actives largely listed as activators. 1.8% of 340,000 active; note: potency is the fitted concentration of half-maximal effect; % of control where 0% means no effect; nearly all actives have a fitted effect of over 55% in size
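Treated cells incubate 48 hr (37 C, 5% CO2), are stained 40 min with Hoechst, and nuclear fluorescence is enumerated; a rise in nuclei with high DNA signal marks re-replication.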
HT1080NT lethal – kills 2HG-producing HT-1080-NT fibrosarcoma cells. HT-1080-NT fibrosarcoma viability, CellTiter-Glo ATP luminescence, 48 h. 1.6% of 360,000 active. Potency, µM (highest dose often 46.1 µM), for the others: top-dose activity, negative = less viability, hits mostly cytotoxic;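 note: NT is the 2HG producing partner of a matched IDH1 knockdown line; potency is the fitted concentration of half-maximal effect; 0% = DMSO-treated cells and -100% = media-only wells without cells; nearly all actives have a fitted effect of over 55% in size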
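Toxicity toward the 2HG-producing NT line was scored as %Activity, normalised to DMSO and no-cell wells, from CellTiter-Glo luminescence after 48 hours' treatment.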
HepG2 viability – counter-screen for TGF-b inhibitors: cytotoxicity in HepG2 cells | HepG2 CAGA-GFP viability, ATP luminescence, 18 h | 0.76% of 410,000 active | AID 588856 | Potency, µM (top dose mostly 46.1 µM), without a hit: at the top dose activity change, negative = cytotoxicity, most hits filed as cytotoxic; note: potency is the fitted concentration of half-maximal effect; some results filed as inactive show a strong effect at the top dose
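CellTiter-Glo luminescence gave cytotoxicity after 18 hours at 37 degrees C. The cells were HepG2 CAGA-GFP in 1% FBS DMEM, stimulated with 500 pg/mL TGF-beta after compound addition. %Activity was normalised to no-cell wells (complete cell-killing) and DMSO (no toxicity), and curves were fitted and classified.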
ATXN viability – reduces viability in counter-screen for ATXN expression inhibitors | S2 cells (HEK-293 line with an ATXN2-luciferase reporter) viability, CellTiter-Fluor protease fluorescence, 24 h | Potency, µM (top dose mostly 56.7 µM), hits mostly cytotoxic | 0.49% of 400,000 active; note: potency is the fitted concentration of half-maximal effect; nearly all actives have a fitted effect of over 40% in size
Active calls of the source: *; i = inactive; ? = inconclusive; / = not tested or not shown; & = joins results of further samples; [ ] = another dose, or the depositor's remark. Unless noted, calls come from the whole dose curve; as a rule, active = well fitted curve in the direction sought with a large enough effect; inconclusive = small, poorly fitted or top-dose-only effect, or another doubt; inactive = no such curve, though single readings can be large; an effect the other way counts as inactive or inconclusive.

SMILES	KB-3-1 tox	IL1B secr inh	HT1080 IDH1KD tx	MCF10A rereplic	ATXN2 expr inh	SW480 rerep	HT1080NT lethal	HepG2 viability	ATXN viability
Cc1cnc(CN(C)C(=O)C2CCC(=O)N(CCc3cccc(F)c3)C2)[nH]1 (stereo not given)	?	-9	-4%	5%	4%	2%	10%	2%	i
CCCN1CCc2c(sc3nc(SCC)n(-c4ccc(OC)cc4)c(=O)c23)C1	4%	1	-9%	21µM*	12%	12%	7%	-19%	i
O=c1[nH][nH]c(=O)c2cc([N+](=O)[O-])ccc12	?	-21&67	5%&3%	?	5%&-3%	2%&-32%	18%&-2%	16%&-9%	i
CN(CC(=O)Nc1ccc2c(c1)OCCO2)Cc1nc2ccccc2c(=O)[nH]1	4%	-25	-9%	5%	10%	27%	0%	-3%	i
COc1ccc(S(=O)(=O)N2CN(CCc3ccc(OC)c(OC)c3)c3nc4ccccc4nc32)cc1	-12%	-4	3%	-1%	-24%	-3%	4%	2%	?
Cc1ccc(C)c(Nc2c([N+](=O)[O-])ccc3nonc23)c1	12%	19	1%	-5%	-6%	-3%	-5%	-21%	i
O=c1c2c3c(sc2nc2n1CCCCC2)CCCC3	9%	-1	-7%	/	83%[activator]	/	-2%	-32%	i
Cc1ccccc1-n1ncc2c1CC(C)(C)CC2NC(=O)CCC1=NNC(=O)CC1 (stereo not given)	25%	23	14%	-3%	12%	0%	8%	10%	i
COc1ccc(CNC(=O)c2ccccc2NC(=O)C2=C(C)OCCS2)cc1	0%	-15	-3%	/	/	/	0%	-16%	?
O=C1CSC(=S)N1CC1CCCO1 (stereo not given)	0%	-1	?	23%	4%	?	-6%	1%	i
O=C(c1cc2c(s1)-c1ccccc1OC2)N1CCN(c2ccccc2F)CC1	-6%	/	/	/	4%	/	/	-16%	i
COc1cccc(NC(=O)C(c2ccccc2)N2CCN(CC(=O)N3CCOCC3)CC2)c1 (stereo not given)	3%	31	4%	-4%	11%	-10%	12%	-1%	i
Cc1ccccc1NC1=NCC(c2ccc([N+](=O)[O-])cc2)S1 (stereo not given)	?	-8	?	12%	-36%	-1%	?	0%	?
COc1ccc(C)c2sc(N(CCCN(C)C)C(=O)c3ccc4c(c3)OCCO4)nc12	?	?	?	12%	-15%	?	-24%	-74%	i
O=C(NC1CC2CCC(C1)N2Cc1ccccc1)c1ccccc1Br (stereo not given)	1%	7	1%	10%	/	6%	3%	-20%	?
CN(C(=O)CSC1=NC2C(N=N1)c1cc(Br)ccc1N2C)C1CCCCC1 (stereo not given)	11%	13	9%	-1%	0%[11.3 µM]	-7%	14%	8%	i
CCc1ccc2c(c1)C1(NN=C(c3ccccc3)S1)C(=O)N2 (stereo not given)	?	24	?	18µM*	?	10µM*	?	-19%	3.2µM*
Cc1nc(C)c(NC(=O)OC(C)C)cc1NC(=O)OC(C)C	20%	15	1%	-1%	-2%	2%	14%	-5%	i
CCN1C(=O)c2ccccc2S(=O)(=O)c2ccc(C(=O)NCc3cccnc3)cc21	-8%	-4	0%	-3%	-2%	-14%	-9%	-3%	i
c1ccc(-c2nc3ccccc3nc2N2CCOCC2)cc1	3%	34	6%	19%	-7%	-7%	7%	-31%	i

Structures listed so far that bear a hit mark in SW480 rerep:
structure	IL1B secr inh	SW480 rerep
CCc1ccc2c(c1)C1(NN=C(c3ccccc3)S1)C(=O)N2 (stereo not given)	24	10µM*

Remaining list, next part.
SMILES	KB-3-1 tox	IL1B secr inh	HT1080 IDH1KD tx	MCF10A rereplic	ATXN2 expr inh	SW480 rerep	HT1080NT lethal	HepG2 viability	ATXN viability
Cc1nc2scc(C)n2c(=O)c1S(=O)(=O)Nc1ccc(N2CCOCC2)c(Cl)c1	?	0	7%	2%	-14%	?	12%	-1%&-18%	i
Cn1c(N)c(C(=O)COC(=O)COc2ccc3ccccc3c2)c(=O)n(C)c1=O	0%	10	7%	2%	-17%	-7%	9%	0%	i
O=C(CCn1c(=S)oc2ccccc21)Nc1ccccc1F	-8%	-12	-4%	-4%	/	5%	0%	-15%	/
COc1cccc(/C=N/NC(=O)c2c(C)nc3ccc(Cl)cn23)c1OC	1%	6	0%	7%	/	-7%	-2%	2%	/
CCc1nn(CC(=O)NCCCN2CCN(C)CC2)c(=O)c2cc3occc3n12	10%&-8%	0	8%	8%	-5%&2%	-1%	22%	10%&-14%	i
O=C(N/N=C/c1c[nH]c2ccccc12)c1ccncc1	1%	35	-7%	-1%	17%	-1%	-4%	11%	i
CCCS(=O)(=O)c1cscc1NC(=O)c1c(-c2c(F)cccc2Cl)noc1C	?	-24	-6%	2%	-10%	10%	1%	-12%	i
CCC(C)(C)n1nnnc1C(c1ccc(C)cc1)N1CCSCC1 (stereo not given)	-11%	?	-1%	-7%	-8%	0%	-4%	-16%	i
CN1CCN(C2=C(Cl)C(=O)c3ccccc3C2=O)CC1	?	-104*	?	4.1µM*	24µM*	5.2µM*	?	10µM*	/
CC(=O)NC(Cc1cc(C)ccc1C)C(=O)N1CCN(C(=O)Nc2ccc(C(C)=O)cc2)CC1 (stereo not given)	16%	15	-2%	-2%	27%	2%	6%	-2%	i
O=NN(CCCl)C(=O)NCCc1cccc[n+]1[O-]	19%	15	17%	/	/	/	5%	-1%	i
CCOC(=O)C1CCCN(S(=O)(=O)c2cc(Br)cc3c2N(C(C)=O)CC3)C1 (stereo not given)	-9%&1%	3	4%	20%	-8%&1%	-7%	0%	-2%&-2%	i
C=CCN1C(=O)c2ccc(C(=O)OCC(=O)N(C)C3CCCCC3)cc2C1=O	-11%	0	-3%	-2%	/	-5%	0%	-15%	i
COc1ccccc1CCNC(=O)Cn1ccc2cc(S(=O)(=O)N3CCCCCC3)ccc21	0%	/	/	/	-31%	/	/	-11%	i
CC1(c2cccc(Br)c2)NC(=O)N(CC(=O)N2CCc3ccccc32)C1=O (stereo not given)	-2%	-8	-12%	9%	3%	9%	-3%	-3%	i
CC(=O)Nc1ccc(NC(=O)C2CCCN2/C=C/C(=O)C(F)(F)F)cc1 (stereo not given)	-15%	24	8%	-5%	-12%	-11%	5%	9%	i
Cc1ccc(-n2c(O)c(/C=N/NC(=O)C3COc4ccccc4O3)c3ccccc3c2=O)cc1 (stereo not given)	?	45	-14%	?	?	?	-9%	-39%	i
O=C1[C@H](Cc2ccccc2)NCCCC[C@@H](c2ccco2)N1Cc1ccccc1	2%&-15%	-12	-14%	0%	-3%	-3%	-10%	-21%&-21%	i
Cc1ccc(Cl)cc1NC(=O)C(C)n1nnc2sc3c(c2c1=O)CCCC3 (stereo not given)	1%	/	/	/	-14%	/	/	5%	i
Cc1ccc(C(=O)OCC(=O)NC2CCCC2)cc1	11%	-2	0%	6%	/	-10%	7%	-4%	i
O=C(Oc1cccc2c(=O)[nH]ccc12)c1ccccc1	8%	17	-7%	-3%	-5%	-1%	-8%	18%	i
O=C1C(c2ccnc3ccccc23)=C(O)c2ccccc21	?	23	-11%	?	?	-3%	-2%	7%	?
COc1cccc(C(NC(C)=O)c2nc(-c3cccc(C(=O)O)c3)cs2)c1 (stereo not given)	0%	2	12%	/	3%	/	20%	4%	i
CCN1C(=O)c2ccccc2S(=O)(=O)c2ccc(C(=O)NCc3ccc(F)cc3)cc21	3%	/	/	/	0%	/	/	-12%	i
Cc1ccsc1C(=O)Nc1nnc(-c2ccco2)o1	?	9	?	7%	/	13%	-30%	-17%	/
COc1ccc(-c2nc(-c3ccccc3)c(-c3cccs3)[nH]2)cc1OC	-2%	?	12%[9.24 µM]	-8%	6%	10%	?	0%	i
COc1ccc(/C=C/C(=O)O)cc1S(=O)(=O)N1CCC(C)CC1	0%	27	8%	3%	-4%	18%	0%	-4%	i
O=C(CNS(=O)(=O)c1c(F)cc(F)cc1Br)OCC(=O)N1CCCC1=O	7%	-2	0%	0%	-2%	-9%	-5%	4%	i
CCOC(=O)c1c(C)[nH]c(C(=O)CSc2ccccc2)c1C	-6%	-17	-14%	0%	-19%	-3%	-12%	-38%	?
Cc1c(C(=O)NCCC2=CCCCC2)oc2ccc(S(=O)(=O)N3CCOCC3)cc12	?	?	-28%	?	?	?	-9%	-32%	?
O=C(c1cc2cc(Br)cc(Br)c2oc1=O)N1CCCC1	1%	6	7%	-2%	3%	-7%	3%	6%	i
COc1ccc(CCN2C(=O)C(O)=C(C(C)=O)C2c2ccccc2OC)cc1OC (stereo not given)	12%	32	4%	-7%	-6%	0%	2%	-1%	i
COC(=O)C(c1ccccc1)N(Cc1cccc(CN(C(C(=O)OC)c2ccccc2)S(C)(=O)=O)c1)S(C)(=O)=O (stereo not given)	0%	12	5%	2%	8%	-3%	9%	-10%	i
C/C(=N/NC(=O)c1ccc2c(c1)OCO2)c1ccc(NC(=O)c2ccc(F)cc2)cc1	15%	22	9%	0%	8%	-3%	25%	1%	i
O=C(/C=C/c1c(Cl)nc2ccccn12)N1CCN(c2ccc(F)cc2)CC1	11%	77	7%	-14%	-17%[11.3 µM]	-9%	12%	11%	i
C=CCN(C(=O)c1csnn1)C(C(=O)NC(C)(C)C)c1ccncc1 (stereo not given)	11%	10	14%	-2%	-10%	-5%	5%	-3%	i
CCOc1ccccc1CN1CCN(Cc2nc3ccccc3s2)CC1CCO (stereo not given)	-14%	-2	-17%	-1%	/	-2%	-3%	-24%	i
Cc1nc2ccccc2c(C)c1C(=O)c1ccccc1	-19%	32	-2%	-1%	-16%	-2%	-10%	-1%	i
O=C(c1ccc(OC2CCN(Cc3ccc(F)cc3)CC2)cc1)N1CCCC1	-4%	-7	-1%	23%	/	5%	-3%	-8%	i
COC(=O)Cc1cc(=O)n2[nH]c(SC)nc2n1	12%	10	-2%	?	-4%	1%	-1%	-2%	i
